# LEDGF integ inh: blocks HIV-1 LEDGF/p75-dependent DNA integration. TR-FRET IN-LEDGF/p75 DNA integration, Eu/Cy5. AID 743269. inhibition, % at 3.7 µM. 370,000 compounds, 0.64% hits;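 active = inhibition above the screen-wide mean plus 3 SD, cut at about 13% in these data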;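 note: signal is the Cy5 over europium emission ratio at 671 and 618 nm; 0% = plate median of compound wells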
# UHRF1 MBD2 ctr: UHRF1 methyl-DNA binding inhibition; inhibition, % at 4.4 µM; Q96T88; 370,000 compounds, 0.75% hits; UHRF1 binding to methylated oligo, TR-FRET; in the data active = inhibition above about 21%;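 note: UHRF1 SRA domain binding a hemimethylated CpG hairpin DNA probe; 0% = median of test compound wells and 100% = reference inhibitor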
# Tn7 DDE FP: inhibitors of Tn7 peptide binding to human fibrin DD(E); P02675; AID 720508; inhibition, % at 8.3 µM; FP displacement of FITC-Tn7 peptide from fibrin DD(E); 0% = median of compound wells per plate; 370,000 compounds, 0.13% hits;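 active = inhibition above the mean of compounds falling within the control limits plus 3 SD of them, cut at about 14% in these data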;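 note: 0% = plate median of compound wells and 100% = 10 µM Aha-Tn7 peptide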
#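 Assay system: Human fibrin DD(E) protein | Medium: Tris buffer with calcium and detergent, pH 7.8 | Reagent: 0.1 µM fluorescent Tn7 | Compound dosing: Single point at 8.3 µM | Times: 10 min preincubation, 3 h with tracer, room temperature | Detection: Fluorescence polarization of the labelled Tn7 tracer | Controls: Aha-Tn7 high control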
# TDP2 absorb: blocks human TDP2 phosphodiesterase activity | recombinant TDP2, T5PNP hydrolysis, p-nitrophenol absorbance 415 nm | AID 720702 | inhibition, % at 12.8 µM | 370,000 compounds, 0.34% hits;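 active = inhibition above the mean of all tested compounds plus 3 SD, set per campaign, cut at about 25% in these data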;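 note: 0% = DMSO with enzyme and 100% = buffer with substrate but no TDP2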
# Target sequence (O95551 whole entry, looked up): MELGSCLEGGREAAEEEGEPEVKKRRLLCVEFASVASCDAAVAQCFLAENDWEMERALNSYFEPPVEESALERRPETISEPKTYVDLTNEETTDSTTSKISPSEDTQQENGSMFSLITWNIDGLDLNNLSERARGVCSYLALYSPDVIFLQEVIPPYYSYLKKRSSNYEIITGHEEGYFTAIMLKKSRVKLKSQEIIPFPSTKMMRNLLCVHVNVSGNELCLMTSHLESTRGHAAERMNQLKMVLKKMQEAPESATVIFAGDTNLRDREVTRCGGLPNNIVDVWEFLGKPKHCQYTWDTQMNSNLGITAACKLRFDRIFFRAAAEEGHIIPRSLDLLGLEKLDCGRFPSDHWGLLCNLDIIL
#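 System – recombinant human TDP2 · Quantity – TDP2 enzyme at 120 nM final · Doses – single concentration, 12.8 µM nominal, with 1% DMSO · Incubation – 2 h at 37 °C · Measured by – epi absorbance of p-nitrophenol freed from T5PNP by hydrolysis · Read-out – % inhibition relative to enzyme-containing and enzyme-free wells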
# TCR CD3 inh: blocks the human TCR-CD3 interaction; TAMRA-labeled TCR probe fluorescence, biochemical; inhibition, % at 9.4 µM; 360,000 compounds, 0.37% hits; AID 651800; in the data active = inhibition above about 19%;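 note: recombinant mutant TCR 2C K166C tagged with TAMRA read by polarization; 0% = receptor in buffer alone and 100% = receptor with positive control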
# MBD2 DNA inh: inhibitors of human MBD2 binding to methylated oligonucleotide. AID 686964. TR-FRET. inhibition, % at 4.4 µM. Q9UBB5. 370,000 compounds, 0.31% hits; in the data active = inhibition above about 13%
# Target sequence (Q9UBB5 whole entry, looked up): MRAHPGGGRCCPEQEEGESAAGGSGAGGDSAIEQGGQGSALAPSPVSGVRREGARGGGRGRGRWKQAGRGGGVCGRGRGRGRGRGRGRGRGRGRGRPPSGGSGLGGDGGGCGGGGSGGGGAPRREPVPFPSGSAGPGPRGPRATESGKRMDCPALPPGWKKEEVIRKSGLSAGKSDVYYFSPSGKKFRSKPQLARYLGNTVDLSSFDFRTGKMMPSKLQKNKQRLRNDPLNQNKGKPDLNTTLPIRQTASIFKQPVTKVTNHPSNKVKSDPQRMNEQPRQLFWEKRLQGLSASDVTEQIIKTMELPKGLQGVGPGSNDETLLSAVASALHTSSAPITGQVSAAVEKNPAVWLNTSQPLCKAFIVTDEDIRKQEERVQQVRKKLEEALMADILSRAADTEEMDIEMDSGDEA
# SIAE primary: human SIAE inhibition, primary screen. Q9HAT2. SIAE FP-Rh probe binding, fluorescence polarization. inhibition, % at 9.66 µM. 370,000 compounds, 0.69% hits. AID 1053197;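 active = inhibition above a cutoff: mean of compounds within the control limits plus 3 SD of those, cut at about 17% in these data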;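 note: 0% = plate median of compound wells and 100% = probe without SIAE protein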
# Tn6 DDE FP: disrupts Tn6 cyclic peptide binding to fibrin D-Dimer-E complex; P02675; Fibrin DD(E) TRITC-Tn6 fluorescence polarization displacement; inhibition, % at 8.3 µM; 370,000 compounds, 0.21% hits;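 active = inhibition above a per-campaign cutoff: mean of compounds within control limits plus 3 SD, cut at about 15% in these data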;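 note: 0% = median of all compound wells on the plate and 100% = blocking peptide control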
# proKLK7 act: activates the human kallikrein-7 zymogen | AID 652039 | P49862 | activation, % at 7 µM | purified proKLK7, EDANS-DABCYL substrate fluorescence; 100% is mature enzyme control, 0% vehicle | 370,000 compounds, 0.9% hits;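 active = activation above the mean of all tested compounds plus 3 SD, computed per campaign excluding outliers beyond control limits, cut at about 13% in these data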
# Target sequence (P49862 whole entry, looked up): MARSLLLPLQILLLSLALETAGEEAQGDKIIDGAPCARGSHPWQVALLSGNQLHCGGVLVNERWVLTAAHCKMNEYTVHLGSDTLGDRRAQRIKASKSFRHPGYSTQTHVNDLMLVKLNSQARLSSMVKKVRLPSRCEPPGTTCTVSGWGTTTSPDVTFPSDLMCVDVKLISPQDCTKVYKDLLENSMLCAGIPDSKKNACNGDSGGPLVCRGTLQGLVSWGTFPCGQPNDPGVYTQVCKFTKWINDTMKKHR
# PRMT1 inh: PRMT1 (human) inhibition, primary screen | recombinant PRMT1, activity-based probe fluorescence polarization | 370,000 compounds, 1.3% hits | inhibition, % at 2.79 µM | Q99873;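 active = inhibition above about 21% made by adding two undisclosed values, limit read from the data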
# * marks the source's active call; other numbers are inactive results; x = no result given.
no.	SMILES	LEDGF integ inh	UHRF1 MBD2 ctr	Tn7 DDE FP	TDP2 absorb	TCR CD3 inh	MBD2 DNA inh	SIAE primary	Tn6 DDE FP	proKLK7 act	PRMT1 inh
1	c1ccc2c(c1)c1c(c3ccccc32)CN2CCCC2C1 (configuration not stated)	5	26*	-4	0	-2	36*	-9	1	1.1	-2
2	OC(c1ccc(F)cc1)c1nc(-c2cnc3ccccc3c2)cs1 (configuration not stated)	0	2	1	4	0	-5	-6	-2	-0.4	6
3	Cc1ccc2[nH]c(CN3CCC(CO)(CC4CCCCO4)CC3)c(C)c2c1 (configuration not stated)	3	6	-6	-7	1	1	0	6	0.6	-1
4	CC1C(=O)N(Cc2cn(CC3CCCCC3)nn2)CCS(=O)(=O)N1Cc1ccc(-c2ccc(F)nc2)cc1 (configuration not stated)	-3	-1	3	-2	7	-5	-2	10	-0.6	-1
5	Cc1cccc(NC(=O)C2c3ccccc3Oc3ccccc32)n1	1	1	-2	-10	1	2	-2	11	0.0	-2
6	O=C(O)c1ccccc1NC(=O)C1CCN(S(=O)(=O)c2cccc3nsnc23)CC1	-3	-1	4	-16	-2	-9	3	8	-0.1	0
7	COc1ccc2sc(N(CCCN(C)C)C(=O)c3ccc(S(=O)(=O)N4CCCC4)cc3)nc2c1	1	1	0	-24	1	-4	-7	3	-0.4	-1
8	CCc1c(C)sc(NC(=O)OC)c1C(=O)N1CCCCC1	-1	-4	-1	-1	19*	-4	8	11	0.0	7
9	Cc1ccc(S(=O)(=O)NC(C)CCc2ccccc2)cc1C(N)=O (configuration not stated)	-4	-1	0	0	-3	1	7	-9	-0.4	3
10	O=C(COc1ccccc1)N/N=C/c1ccc(O[C@@H]2O[C@H](CO)[C@@H](O)[C@H](O)[C@H]2O)cc1	3	11	2	4	-1	3	3	-7	0.2	2
11	CCc1ccc(OCC(=O)N/N=C/c2ccc(OS(=O)(=O)c3ccc(C)cc3)c(OC)c2)cc1	4	2	-5	-4	5	0	-6	3	0.3	3
12	O=C(NCCc1ccccc1)c1cc2sccc2n1Cc1ccccc1	4	4	-2	-3	1	-7	-4	-7	-0.3	0
13	OC(Cc1cccnc1)c1ccccc1 (configuration not stated)	-4	1	4	9	-2	-1	-1	-6	0.2	1
14	CN1C(=O)/C(=C\c2cc(Br)cs2)c2ccccc21	0	-3	-6	-11	11	-4	7	-1	-0.4	-2
15	Cc1c2cnn(-c3ccccc3)c(=O)c2c(C)n1CCCC(=O)N1CCN(C2CCCCC2)CC1	0	0	1	5	8	2	3	4	1.3	-1
16	Cc1ccccc1CNC(=O)c1ccc2nc(N3CCOCC3)sc2c1	3	-2	-7	9	-4	2	3	-5	0.0	-1
17	Cc1ccc(S(=O)(=O)c2c(C)cc(C)nc2Cl)cc1	-2	-3	-3	1	6	-1	0	1	-0.4	-2
18	COc1ccc(C(=O)OCC(=O)Nc2sccc2C(N)=O)cc1[N+](=O)[O-]	-4	1	5	4	-3	-2	2	-6	0.1	1
19	CCn1c2ccc(Cl)cc2c2nc3ccccc3nc21	1	-1	0	-4	0	-1	-2	1	-41	0
20	COC(=O)c1cc2occc2n1CC(=O)Nc1ccc(OC)c(OC)c1OC	-3	-4	-1	10	-1	0	5	-2	0.5	1
21	CCOc1ccc2nc(NS(=O)(=O)Cc3ccccc3)sc2c1	4	3	2	-19	-5	-2	-1	7	-0.2	6
22	COc1ccc(Nc2nc3c([nH]2)c(=O)[nH]c(=O)n3C)cc1	0	-1	9	1	8	-4	4	-1	0.1	-2
23	Cc1c(S(=O)(=O)N2CCCC(C)C2)c(=O)n(C)c(=O)n1C (configuration not stated)	0	-1	11	5	5	-5	2	-3	0.1	4
24	CCOc1ccccc1OCCCC(=O)N1CCN(S(=O)(=O)c2cc(F)ccc2F)CC1	-3	10	-3	5	-1	2	1	2	0.5	-1
25	C=C(C)C1CC=C(C)/C(=N\NC(=O)CCc2ccccc2)C1 (configuration not stated)	2	1	-4	-4	2	9	1	3	-0.6	-2
26	O=C(O)CC(NC(=O)C12CC3CC(CC(C3)C1)C2)c1cc([N+](=O)[O-])ccc1Cl (configuration not stated)	6	4	-6	-25	-9	0	0	7	0.4	2
27	CC(=O)NCCOC(=O)Nc1ccncc1	-3	1	-4	-4	-4	-4	5	-2	0.1	3
28	COc1cccc(NC(=S)NC(=O)c2c(Cl)c(C)nn2C)c1	6	0	-1	-23	-4	-5	-9	12	0.3	-2
29	COCCn1c(N2CCN(c3ccc(OC)cc3)CC2)nc2c1c(=O)n(C)c(=O)n2C	-5	13	9	-1	-1	4	0	6	0.1	-1
30	O=C(NNC(=O)C1CC=CCC1C(=O)O)c1ccc(Cl)cc1 (configuration not stated)	1	1	-5	6	5	1	-2	6	0.1	-3
31	CC(C)C[C@@H](CN1CCC[C@H]1CN1C(=O)C(=O)NC[C@@H]1Cc1ccccc1)N1C[C@H](Cc2ccccc2)N(CC2CCCCC2)C(=O)C1=O	3	2	-4	1	0	-7	6	-5	-0.6	0
32	CCOC(=O)C1(Cc2ccc(Cl)cc2)CCN(C(=O)c2ccoc2)CC1	-5	3	-4	-5	-5	1	-6	-8	-0.4	4
33	Cc1sc2ncnc(SCC(=O)N3CCCC3)c2c1C	3	-1	2	2	1	5	-2	8	0.3	3
34	CCOC(=O)C1(Cc2cccc(OC)c2)CCN(Cc2cccc3cnccc23)CC1	5	-3	-6	-21	-6	-3	-1	-2	0.9	-3
35	C[C@@H]1CCC[C@@]2(O[C@@H](CCO)C[C@H](O)[C@H]2O)O1	2	6	1	-12	2	3	-3	-2	-0.7	1
36	O=[N+]([O-])c1cccc(NC(=S)N2CCOCC2)c1	-4	-2	-3	-1	0	2	-9	12	0.0	3
37	COc1cc(C2Nc3ccccc3NC3=C2C(=O)CC(C)(C)C3)cc(OC)c1OC(C)=O (configuration not stated)	4	-2	3	-6	1	1	13	-7	0.7	0
38	Cc1ccc(N(NC(=O)C(O)(c2ccccc2)c2ccccc2)C(=O)CCl)cc1	0	-2	6	-12	2	-5	-32	1	0.2	-1
39	C#CC(CC)(CC)NC(=O)c1cc(S(=O)(=O)N2CCCCC2)ccc1N1CCOCC1	-1	0	-2	-11	1	-2	5	5	0.5	0
40	CC(C)(C)NC(=O)C1N(c2cccnc2)C(=O)C2C(C(=O)Nc3ccccc3F)C3(C)C=CC21O3 (configuration not stated)	-2	-3	-1	4	4	-1	1	4	-0.3	22*

# Single entries from the results shown.
# proKLK7 act with no. 21 is entered as -0.2
# LEDGF integ inh with no. 23 is entered as 0
# SIAE primary with no. 18 is entered as 2
# PRMT1 inh with no. 12 is entered as 0
# TDP2 absorb with no. 17 is entered as 1

# New compounds follow:
no.	SMILES	LEDGF integ inh	UHRF1 MBD2 ctr	Tn7 DDE FP	TDP2 absorb	TCR CD3 inh	MBD2 DNA inh	SIAE primary	Tn6 DDE FP	proKLK7 act	PRMT1 inh
41	O=C(O)CC12CC3CC(C1)CC(n1ncc(NCc4ccccc4Cl)c(Cl)c1=O)(C3)C2	0	-1	0	19	2	-4	-3	3	-0.8	-2
42	O=C(C1CCCN1S(=O)(=O)c1cccs1)N1CCc2ccccc2C1 (configuration not stated)	3	4	4	-6	x	7	-2	-4	-1.0	8
43	C=CCNC(=O)Nc1ccc(OCC)cc1	-2	-1	10	-14	-4	2	-4	-3	-0.2	5
44	Cc1onc(-c2ccccc2Cl)c1C(=O)Nc1nc2ccc(S(C)(=O)=O)cc2s1	2	3	1	11	5	4	-7	-37	1.1	-1
45	CC(C)CC1(C(=O)NCCc2c[nH]c3ccccc23)C=CCN1C(=O)c1ccccc1 (configuration not stated)	3	3	2	3	1	-6	8	3	-0.7	0
46	CCOc1ccc(CNC(=O)c2ccc3c(c2)N(CC)CCS3)cc1	-2	1	2	-4	3	2	6	-1	-34	25*
47	O=C(NCCc1ccc(OC(F)F)cc1)C1CC(=O)N(c2ccc3c(c2)OCCO3)C1 (configuration not stated)	4	-2	8	14	2	-1	0	4	0.1	3
48	O=C(OCC#CCSc1nnc(-c2cccc3ccccc23)o1)c1ccc(Cl)cc1	0	-1	-4	-1	1	3	-8	0	0.3	0
49	Cc1ccc(C(C(=O)NC2CCCC2)N(Cc2cccs2)C(=O)c2csnn2)o1 (configuration not stated)	0	1	4	-1	-5	-1	5	3	-0.6	3
50	O=C(CN1CCN(c2ccccn2)CC1)N1c2ccccc2CCc2ccccc21	-1	1	4	6	-10	2	6	-4	0.2	4
51	COC(=O)N/N=C/c1cc(Cl)cc(Cl)c1OCc1ccccc1F	1	3	-10	-11	-1	0	1	2	0.9	-2
52	COc1cc(C2NC(=O)NC(C)=C2C(=O)OC2CCCC(C)C2)cc(Br)c1O (configuration not stated)	2	-1	2	-3	2	4	3	8	0.0	-2
53	CCCOC(=O)CC1C(=O)NCCN1Cc1ccccc1C (configuration not stated)	2	-1	-4	-13	2	1	0	2	0.8	-3
54	O=C(NC1CCCc2ccccc21)c1ccc(=O)[nH]c1 (configuration not stated)	0	0	-8	0	-4	0	-2	-1	-0.6	0
55	CC1(C)Cc2c(ccc3ccccc23)C2=C(C(=O)N3CCCC3)C(=O)C(=O)N21	-4	0	-2	12	1	1	9	-2	13*	2
56	COc1ccc(/C=C2/S/C(=N/S(=O)(=O)Cc3ccccc3)NC2=O)cc1OC	-5	4	4	-18	-5	3	-15	-7	0.2	4
57	CCOC(=O)C1=C(COC(=O)COc2ccc(C(=O)CC)cc2)NC(=O)NC1C (configuration not stated)	4	-2	1	-7	5	-5	-4	-7	0.4	-2
58	COc1ccc(/C=N/n2c(=O)[nH]c3c([nH]c4ccc(F)cc43)c2=O)cc1CN1CCCCC1	3	-3	-1	-5	-4	-9	6	-6	-50	-4
59	Cc1cc2c(cc1C)-n1nnnc1C(N(C)CCc1ccccc1)C(=O)N2 (configuration not stated)	3	-1	-3	8	7	3	2	2	0.1	-2

# Some of these compounds in order of their number in Tn6 DDE FP, rising.
no.	SMILES	LEDGF integ inh	UHRF1 MBD2 ctr	Tn7 DDE FP	TDP2 absorb	TCR CD3 inh	MBD2 DNA inh	SIAE primary	Tn6 DDE FP	proKLK7 act	PRMT1 inh
57	CCOC(=O)C1=C(COC(=O)COc2ccc(C(=O)CC)cc2)NC(=O)NC1C (configuration not stated)	4	-2	1	-7	5	-5	-4	-7	0.4	-2
55	CC1(C)Cc2c(ccc3ccccc23)C2=C(C(=O)N3CCCC3)C(=O)C(=O)N21	-4	0	-2	12	1	1	9	-2	13*	2
51	COC(=O)N/N=C/c1cc(Cl)cc(Cl)c1OCc1ccccc1F	1	3	-10	-11	-1	0	1	2	0.9	-2
52	COc1cc(C2NC(=O)NC(C)=C2C(=O)OC2CCCC(C)C2)cc(Br)c1O (configuration not stated)	2	-1	2	-3	2	4	3	8	0.0	-2

# Screening results from PubChem.
